bub3 – NCI yeast anticancer drug screen, S. cerevisiae bub3 mutant strain; growth inhibition, % at 50 µM; AID 167; 9.9% of 78,000 active;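 further: 0% = growth of vehicle-only cultures of the same strain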
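Growth of a checkpoint-deficient yeast mutant is measured after compound exposure. Values represent inhibition relative to vehicle.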
yeast mlh1 rad18 – NCI yeast anticancer drug screen, S. cerevisiae mlh1 rad18 strain. AID 175. % growth inhibition at 50 µM. 11% of 79,000 active;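 further: 0% = growth of vehicle-only cultures of the same strain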
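Genetically defined yeast (DNA repair-deficient) exposed to compounds; growth inhibition determined relative to vehicle.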
yeast cln2 rad14 – NCI yeast anticancer drug screen, S. cerevisiae cln2 rad14 strain; % growth inhibition at 50 µM; 8.3% of 78,000 active; AID 165;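 further: 0% = growth of vehicle-only cultures of the same strain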
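cln2 rad14 yeast strain; compound exposure; growth inhibition read vs vehicle controls.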
yeast mec2-1 – NCI yeast anticancer drug screen, S. cerevisiae mec2-1 strain; AID 157; % growth inhibition at 50 µM; 9% of 79,000 active;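 further: 0% = growth of vehicle-only cultures of the same strain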
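Test agents were screened against the mec2-1 yeast strain, with defined DNA repair or cell cycle alteration. Growth was scored as inhibition against vehicle-only controls.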
yeast sgs1 mgt1 – NCI yeast anticancer drug screen, S. cerevisiae sgs1 mgt1 strain; 10% of 78,000 active; growth inhibition, % at 50 µM;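 further: 0% = growth of vehicle-only cultures of the same strain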
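This yeast growth screen uses a strain with defined DNA-repair lesions; compound-treated growth is compared with vehicle-treated growth.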
rad50 – NCI yeast anticancer drug screen, S. cerevisiae rad50 strain. % growth inhibition at 50 µM. 10% of 79,000 active. AID 155;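 further: 0% = growth of vehicle-only cultures of the same strain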
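DNA repair mutant yeast, compound exposure, growth read-out; inhibition is taken relative to vehicle.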
* hit, by the source's call; & = joins results of further samples. No stated cut-off is given here; in the data, active means growth inhibition above about 70%; inactive means the rest. Compounds as they come; about 13% have a hit in one of these screens.

SMILES	bub3	yeast mlh1 rad18	yeast cln2 rad14	yeast mec2-1	yeast sgs1 mgt1	rad50
COc1cc(CCl)c(OC)cc1Cl	14	-28	-36	1	-1	9
CS(=O)(=O)OCCN(CCOS(C)(=O)=O)c1ccc(C=Nc2ccc3ccccc3c2)c(Cl)c1	6	66	35	23	34	10
O=C1/C(=C/c2ccc(O)cc2)CCc2ccc([N+](=O)[O-])cc21	-1	-55	14	-1	9	-10
O=S(=O)(O)c1cnccn1	97*	81*	81*	98*	88*	91*
COc1cccc(-c2cc(=O)c3cc(C)cnc3[nH]2)c1	19	-13	-2	4	4	-17
COc1ccc(/C=C2\CCN=C2c2ccccc2)cc1OC	4	3	-23	-2	3	-2
CC(CCO)CCC1OC1(C)C (stereo not given)	-9	13	-9	13	3	10
Cc1cc(=O)oc2cc3occc(=O)c3cc12	0	-7	5	7	-5	14
c1ccc(C2(c3ccccc3)CCc3ccccc3O2)cc1	-10	32	-40	16	5	28
O=[N+]([O-])C(=C1Nc2ccccc2N1)C(Cl)=C(Cl)Cl	-3	11	-14	3	10	-5
O=C1c2c(ccc3c2CCCC3)CC12Cc1ccc3c(c1C2=O)CCCC3	7	12	24	14	-1	20
CC1(C)OC(=O)N=C1c1ccccc1Cl	-16	8	-11	-18	-11	-18
CC(=O)OCC1OC(Sc2ncc3cnccn23)C(OC(C)=O)C(OC(C)=O)C1OC(C)=O (stereo not given)	0	3	-31	5	-12	-9
COC(CN(C)C(=S)Nc1cccc2ccccc12)OC	-6	-31	-12	-74	-24	-32
O=C(O)CNC(=O)C(CSC(=O)OCC1c2ccccc2-c2ccccc21)NC(=O)CCC(NC(=O)OCC1c2ccccc2-c2ccccc21)C(=O)O (stereo not given)	11	-20	2	-22	-21	-15
COC(=O)c1nc(N)nc(C(=O)OC)c1C(=O)/C=C/c1ccccc1	-26	-18	-16	-8	-22	-4
CCOC(=O)C(=O)C(C(=O)c1ccccn1)c1nc2n(c1O)C(=N)N=N2 (stereo not given)	-5	5	0	4	-3	-4
CCN(CC)c1c(C)c(-c2ccccc2)n[n+]([O-])c1-c1ccccc1	18	25	2	24	14	36
Cc1ccc(C2ON2S(=O)(=O)c2ccc(C)cc2)cc1 (stereo not given)	-3	-4	5	-8	6	-12
FC(F)(F)C1(F)C(F)(F)C(F)(F)C(F)(F)C(F)(C(F)(F)F)C1(F)F (stereo not given)	-46	-42	-152	-35	-55	-40

The closing six entries of the section above are carried over, then new ones follow.
SMILES	bub3	yeast mlh1 rad18	yeast cln2 rad14	yeast mec2-1	yeast sgs1 mgt1	rad50
O=C(O)CNC(=O)C(CSC(=O)OCC1c2ccccc2-c2ccccc21)NC(=O)CCC(NC(=O)OCC1c2ccccc2-c2ccccc21)C(=O)O (stereo not given)	11	-20	2	-22	-21	-15
COC(=O)c1nc(N)nc(C(=O)OC)c1C(=O)/C=C/c1ccccc1	-26	-18	-16	-8	-22	-4
CCOC(=O)C(=O)C(C(=O)c1ccccn1)c1nc2n(c1O)C(=N)N=N2 (stereo not given)	-5	5	0	4	-3	-4
CCN(CC)c1c(C)c(-c2ccccc2)n[n+]([O-])c1-c1ccccc1	18	25	2	24	14	36
Cc1ccc(C2ON2S(=O)(=O)c2ccc(C)cc2)cc1 (stereo not given)	-3	-4	5	-8	6	-12
FC(F)(F)C1(F)C(F)(F)C(F)(F)C(F)(F)C(F)(C(F)(F)F)C1(F)F (stereo not given)	-46	-42	-152	-35	-55	-40
c1ccc(N2CCOCC2)cc1	2&-8	-4&-14	-29&11	-37&-32	-23&-8	-17&-20
C/C(=C/c1c(C)[nH]c(=O)[nH]c1=O)C(=O)O	9	-4	-30	14	-4	11
CN(CC(N)=O)C(=O)c1cnc2ccccc2c1	14	0	8	19	-1	10
C[C@@H]1OC2(O)[C@@H]3CCCN3C(=O)N(Cc3ccccc3)N2C1=O (stereo not given in full)	-10	-10	24	-12	-9	-21
COc1cc2c(c3c1/c(=N\N=c1/c4ccccc4n(C)c4c5c(cc(OC)c14)OC(C)(C)C=C5)c1ccccc1n3C)C=CC(C)(C)O2	37	27	48	14	64	70*
FC(F)(F)C1(C(F)(F)F)OS2(OC(C(F)(F)F)(C(F)(F)F)c3ccccc32)c2ccccc21	-1	-5	-23	3	3	0
N[C@H](CCC(=O)NCP(=O)(O)O)C(=O)O	-11	-41	-7	-43	-45	-44
O=[N+]([O-])c1ccc(CN(Cc2ccc([N+](=O)[O-])cc2)c2ccc3c(c2)C(O)c2ccccc2-3)cc1 (stereo not given)	2	12	8	1	8	10
C=CC(OC(=O)/C=C/C)OC(=O)/C=C/C	20	22	13	1	7	17
N#CC(C(=O)C(=O)Nc1cccc(C(F)(F)F)c1)c1ccccc1Cl (stereo not given)	3	8	-17	-4	23	-43
CCOC(=O)/C(=C/c1ccc(Cl)cc1)N(CC)CC	65	53	76*	55	54	64
O=C(C(=C(I)I)c1ccccc1)c1ccccc1	14	-75	-14	-8	25	8
O=C1c2ccccc2CC(c2ccccc2)N1c1ccccc1 (stereo not given)	4	32	-22	0	31	51
CCCCCCCc1nc(CCCCCCC)nc(CCCCCCC)n1	20	13	-15	13	6	1
COc1cc(N=Nc2sc(N)nc2C)c(OC)cc1Cl	11	8	16	-11	7	-2
CCCC(=O)Nc1cc(OC)ccc1OC	5	-2	-42	-5	-12	5
O=C(O)CC1NC(=O)NC1=O (stereo not given)	-2	-9	23	-16	-1	-4
CCCCC(CC)COC(=O)CSC#N (stereo not given)	2	-15	-16	-8	-10	-7
CCCCCC(O)(CCCC)CCCCC	2	16	20	-2	2	-11
Cc1c([N+](=O)[O-])cc2c(c1[N+](=O)[O-])C(C)(C)C(C)CC2(C)C (stereo not given)	46	-11	-15	-16	6	1
Cc1csc(NN)n1	-15	-2	-20	-13	-16	-41
C=CSCCC(N)C(=O)O (stereo not given)	-8	29	15	8	5	22
Cc1nn(C(=O)c2ccc(Cl)cc2)c2c1C(c1ccccc1O)SC(N)=N2 (stereo not given)	-12	-25	-1	-47	-30	-30
OCCc1cccnc1	19	15	12	2	-13	25
Clc1ccc(NC2=NCCN=C(Nc3ccc(Cl)cc3)SS2)cc1	37	21	17	14	40	24
OCC1OC(OC2C3CSC(O3)C(O)C2O)C(O)C(O)C1O (stereo not given)	6	20	15	8	7	12
CCC(CC)(C(=O)Nc1ccc2c(c1)c(=O)c1ccccc1n2C)C(=O)Nc1ccc2c(c1)c(=O)c1ccccc1n2C	61	96*	73*	78*	71*	97*
CC1=C(C(=O)NCc2ccccc2)C(c2ccccc2C)C(C(=O)NCc2ccccc2)=C(C)N1	36	25	-11	26	32	52
O=C(O)C(CCc1ccccc1)N1C(=O)c2ccccc2C1=O (stereo not given)	12	10	-2	11	-11	4
CCCOC(=O)Nc1cccc(Cl)c1	-9	12	-10	-9	14	50
CCCCCNC(=O)c1csc(-c2csc(CCNC(C)=O)n2)n1	16	4	-26	5	5	-19
CCOC(=O)C1=C(C)NC(C)=C(C(=O)OCC)C1c1c(C)noc1C	7	61	19	19	61	20
Cn1ncc2c([N+](=O)[O-])cccc21	4	11	4	14	14	-6
S=c1[nH]c(=S)c2nnn(-c3ccccc3)c2[nH]1	-48	-34	-26	-38	-32	-47
Oc1cccc2c1N1CCN2CC1	10	10	5	3	11	-2
CCCCC/C(C=O)=C\c1ccccc1	18	38	-12	16	40	38
Cc1nc2sccn2c1C(=O)NN	11	17	-2	2	5	15
NCC(O)c1ccc(O)c(O)c1 (stereo not given)	13&28	15&45	-32&19	-6&40	-7&31	19&39
ON/C(=N\N=C\c1ccccc1)c1ccccc1	21	32	-5	13	-4	-6
Cc1cc(C)nc(N)c1	-3	3	-22	-12	0	4
CN(C)N=Nc1ccc(Cl)cc1	35	8	-57	22	17	-5
C=C(C)C1CCC2(COS(=O)(=O)c3ccc(C)cc3)CCC3(C)C(CCC4C5(C)CCC(OC6CCCCO6)C(C)(C)C5CCC43C)C12 (stereo not given)	8	-1	-10	-17	-51	-19
CCCCNC(=S)/N=C/c1c(O)c2ccccc2[nH]c1=O	4	-41	-19	-15	-53	-40
NC(=O)OCC(COc1ccc(Cl)cc1)OC(=O)c1cc([N+](=O)[O-])cc([N+](=O)[O-])c1 (stereo not given)	14	9	18	24	20	29
CCc1nc(N)nc(N)c1-c1ccc(N(C)C)c(N=[N+]=[N-])c1	17	7	-13	9	2	8
CN(C)c1ccc(C2(Cl)c3ccccc3N(Cc3ccccc3)c3ccccc32)cc1	96*	96*	93*	97*	96*	97*
CC(=O)OC1CC2(C)OC(Cc3ccccc32)O1 (stereo not given)	-23	-44	4	-3	-59	-37
c1ccc(Cc2cc(-c3ccccc3)[nH]c2-c2ccccc2)cc1	32	36	-12	23	23	26
CCCC(O)C(C)C(O)CC (stereo not given)	1	-1	-3	-30	-22	-10
CCOC(OCC)C(O)c1ccccc1 (stereo not given)	-13	-11	-15	-17	-12	-17
Cc1cc(C)c(CC(=O)NCC(=O)NN)c(C)c1	-12	-29	-13	-25	-17	-7
O=S1(=O)c2ccccc2C(N2CCCCC2)C1Br (stereo not given)	14	13	15	17	9	4
CC(=O)c1ccc(N2C(=O)C3c4[nH]c5ccccc5c4C4CCC(C(C)(C)C)CC4C3C2=O)cc1 (stereo not given)	16	18	63	-3	0	43
COC1=C(C(=O)c2ccc(OC)c(OC)c2)COC1=O	31	7	-4	-13	-4	-8
C/C(=N\NC(=O)c1ccncc1)c1ccccc1Cl	-76	-17	-13	-24	-16	-23
C=CCc1ccc(OC(=O)Nc2ccc(S(=O)(=O)N(CCC)CCC)cc2)c(OC)c1	0	27	25	9	20	41
Nc1nc(Cl)c([N+](=O)[O-])c(=O)[nH]1	-21	-6	-27	6	-9	-10
CCSc1nnc(CSc2nc(-c3ccccc3)c(-c3ccccc3)[nH]2)n1-c1ccccc1	64	63	75*	69	77*	79*
Cn1ncc(C(=O)O)c1[N+](=O)[O-]	-6	5	-38	-14	8	7
NCC(=O)NC(CCCCNC(=O)OCc1ccccc1)C(=O)O (stereo not given)	-20	-22	-4	21	-11	-7

Compound profiles, as listed above. Order of screens: bub3, yeast mlh1 rad18, yeast cln2 rad14, yeast mec2-1, yeast sgs1 mgt1, rad50
COC1=C(C(=O)c2ccc(OC)c(OC)c2)COC1=O is entered as 31, 7, -4, -13, -4, -8
O=S1(=O)c2ccccc2C(N2CCCCC2)C1Br (stereo not given) is entered as 14, 13, 15, 17, 9, 4
NC(=O)OCC(COc1ccc(Cl)cc1)OC(=O)c1cc([N+](=O)[O-])cc([N+](=O)[O-])c1 (stereo not given) is entered as 14, 9, 18, 24, 20, 29
CC(=O)c1ccc(N2C(=O)C3c4[nH]c5ccccc5c4C4CCC(C(C)(C)C)CC4C3C2=O)cc1 (stereo not given) is entered as 16, 18, 63, -3, 0, 43

Ordered by heavy-atom count (smallest number first): part of the list above
SMILES	bub3	yeast mlh1 rad18	yeast cln2 rad14	yeast mec2-1	yeast sgs1 mgt1	rad50
Cn1ncc(C(=O)O)c1[N+](=O)[O-]	-6	5	-38	-14	8	7
CCOC(OCC)C(O)c1ccccc1 (stereo not given)	-13	-11	-15	-17	-12	-17
CCc1nc(N)nc(N)c1-c1ccc(N(C)C)c(N=[N+]=[N-])c1	17	7	-13	9	2	8
c1ccc(Cc2cc(-c3ccccc3)[nH]c2-c2ccccc2)cc1	32	36	-12	23	23	26
NC(=O)OCC(COc1ccc(Cl)cc1)OC(=O)c1cc([N+](=O)[O-])cc([N+](=O)[O-])c1 (stereo not given)	14	9	18	24	20	29
C=CCc1ccc(OC(=O)Nc2ccc(S(=O)(=O)N(CCC)CCC)cc2)c(OC)c1	0	27	25	9	20	41
C=C(C)C1CCC2(COS(=O)(=O)c3ccc(C)cc3)CCC3(C)C(CCC4C5(C)CCC(OC6CCCCO6)C(C)(C)C5CCC43C)C12 (stereo not given)	8	-1	-10	-17	-51	-19

Bioassay records deposited in PubChem by NCI.
